# IL-2 act = activators of IL-2; 0.065% of 360,000 active; IL-2 activation reporter assay, cell-based qHTS; stimulated with anti-CD3/CD4/CD28 beads; in transgenic mouse T cells; AID 652025; activation, % (series mostly up to about 46 µM); in the data active means activation above about 50%; inconclusive means mostly about 30% to 49%; further: 0% is about no effect
#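 Readout is EGFP and DsRed signal by fluorescent plate cytometry after 18 h at 37 degrees C. Transgenic mouse T cells (750/well) received compound for 60 min before bead stimulation (anti-CD3, anti-CD4, anti-CD28); memory T cells served as non-tolerant control.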
# GLP1R inv ag = GLP-1 receptor (human) inverse agonism; AID 624417; Potency, µM (top dose mostly 38.3 µM), without a hit: at the highest dose activity change, negative = inhibition, hits mostly inhibitors; P43220; 1.6% of 410,000 active; HEK293 GLP-1R CRE-luciferase, luminescence, 24 h; GLP-1R form is constitutively active; further: potency means the concentration at half of the fitted maximal effect; on the % scale 0 is the no-effect control and ±100 the full control effect; nearly all actives have a fitted effect of over 55% in size
# Target sequence (P43220 whole entry, looked up): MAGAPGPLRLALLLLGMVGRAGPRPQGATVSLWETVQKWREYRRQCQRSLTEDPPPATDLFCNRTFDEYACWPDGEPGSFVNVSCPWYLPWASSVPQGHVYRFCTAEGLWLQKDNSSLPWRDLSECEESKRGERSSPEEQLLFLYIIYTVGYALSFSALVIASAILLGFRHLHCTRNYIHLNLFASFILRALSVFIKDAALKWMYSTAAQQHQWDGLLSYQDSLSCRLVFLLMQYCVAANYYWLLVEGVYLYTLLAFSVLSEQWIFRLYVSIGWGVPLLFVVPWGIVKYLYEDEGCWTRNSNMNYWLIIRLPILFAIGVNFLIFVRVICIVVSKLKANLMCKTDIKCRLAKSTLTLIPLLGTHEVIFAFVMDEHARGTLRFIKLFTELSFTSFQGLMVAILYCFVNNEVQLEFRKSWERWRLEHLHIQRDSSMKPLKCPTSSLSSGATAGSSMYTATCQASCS
#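 HEK293 cells stably co-expressing a cAMP-responsive luciferase reporter and constitutively active GLP-1R were seeded, incubated 12 h, then exposed to compounds for 24 h at 37 C. Luminescence was read 12 min after detection reagent; inverse agonists lower signal.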
# PTHR1 agonist = agonists of human PTHR1 parathyroid hormone receptor | HEK293 GP2 PTHR1 cells, GloSensor cAMP luminescence, 1 h | Potency, µM (titrated, usually from 115 µM), for inactives: top-dose activation, actives largely listed as activators | 0.075% of 410,000 active | AID 743266; further: potency means the concentration at half of the fitted maximal effect; nearly all actives have a fitted effect of over 55% in size; some results filed as inactive show a strong effect at the top dose; inactives centre near -15; many of its hits are not listed in these tables
#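 HEK-293-derived GP2 cells expressing PTHR1 and a GloSensor cAMP reporter, 3,000/well, plated overnight, given luciferin plus IBMX (each 0.5 mM as added) for 1 h at 37 °C, then compound for 1 h at 37 °C. Luminescence was read after 15 min at room temperature.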
# PI5P4K alpha inh = blocks human PI5P4K alpha kinase activity. max response, %. 1.2% of 330,000 active. AID 652105. P48426. PI5P4Kalpha enzyme, ADP-Glo luminescence, 60 min; stronger effect = lower value; active means max response of -50% or lower; inconclusive means between -30% and -50%; inactive means -30% or higher; further: value at the top dose of about 77 µM; on the % scale 0 is the no-effect control and ±100 the full control effect
#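 Reactions run in 0.038 M HEPES pH 7.4, 0.28 mM EGTA, 0.1% CHAPS and 5% DMSO, with PI5P4Kalpha, substrate, compound and 5 microM ATP final, one hour at room temperature. Readout is ADP-Glo luminescence.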
# GLP1R cytotox = cytotoxic in the GLP-1 receptor inverse agonist counter-screen; HEK293 cAMP-luciferase reporter cells, luminescence, 24 h; Potency, µM (doses to about 38.3 µM), for inactives: at the highest dose activity change, negative = inhibition, usual class: inhibitors; 0.13% of 410,000 active; AID 624418;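 further: loss of luciferase light is scored as toxicity; potency means the concentration at half of the fitted maximal effect; on the % scale 0 is the no-effect control and ±100 the full control effect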
#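 To flag toxic compounds, the library was rerun on cells for 24 hr at 37 deg C and 5% CO2. Viability-linked luminescence was captured 12 min after adding luciferase detection reagent.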
# EPAC1 ag = EPAC1 (human) agonism. EPAC1 agonist qHTS, biochemical assay; response scale: 100% = response to 6.5 mM cAMP. Potency, µM (titrated, usually from 154 µM), inactives show at the highest dose activation, usual class: activators. 0.073% of 360,000 active. AID 720707; further: potency means the concentration at half of the fitted maximal effect; nearly all actives have a fitted effect of over 60% in size
#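 Nucleotide exchange by EPAC1 (100 nM) on Rap1B–BODIPY-GDP (250 nM) in the presence of 50 uM GDP is tracked fluorescently at 480/540 nm over 30 min. Signals are normalized to a 6.5 mM cAMP control.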
# PLK1 PBD inh = blocks phosphopeptide binding to human PLK1 polo-box domain; Plk1 PBD binding of FITC phosphopeptide, fluorescence polarization; P53350; Potency, µM, for inactives: max response, negative = inhibition, hits mostly inhibitors; 2.8% of 360,000 active; further: potency means the concentration at half of the fitted maximal effect; series mostly up to about 57 µM; on the % scale 0 is the no-effect control and ±100 the full control effect; nearly all actives have a fitted effect of over 65% in size
# Target sequence (P53350 whole entry, looked up, the tested form may be a part): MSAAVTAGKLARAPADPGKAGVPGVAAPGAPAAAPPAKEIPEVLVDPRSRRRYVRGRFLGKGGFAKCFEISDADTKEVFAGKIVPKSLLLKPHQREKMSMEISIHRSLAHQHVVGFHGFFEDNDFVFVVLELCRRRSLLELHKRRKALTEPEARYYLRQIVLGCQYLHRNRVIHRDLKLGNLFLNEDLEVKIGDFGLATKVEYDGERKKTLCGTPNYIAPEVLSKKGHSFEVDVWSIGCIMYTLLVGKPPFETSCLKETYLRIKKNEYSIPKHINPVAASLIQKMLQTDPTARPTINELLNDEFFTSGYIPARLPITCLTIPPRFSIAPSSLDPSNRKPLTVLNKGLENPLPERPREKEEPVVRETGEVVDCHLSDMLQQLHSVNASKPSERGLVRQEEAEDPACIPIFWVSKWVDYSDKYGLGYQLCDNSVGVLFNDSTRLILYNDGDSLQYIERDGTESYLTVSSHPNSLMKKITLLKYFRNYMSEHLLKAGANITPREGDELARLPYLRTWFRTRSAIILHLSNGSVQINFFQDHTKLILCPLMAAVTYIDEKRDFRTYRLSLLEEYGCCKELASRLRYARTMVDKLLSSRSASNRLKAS
# EPAC1 antagonist = EPAC1 (human) antagonism; AID 720709; Potency, µM (doses to about 115 µM), inactives show at the highest dose activity change, negative = inhibition, actives largely listed as inhibitors; EPAC1 GEF assay, Rap1b-BODIPY-GDP exchange fluorescence; 0.14% of 360,000 active;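 further: potency means the concentration at half of the fitted maximal effect; plate controls were vehicle for no effect and positive control for full effect; nearly all actives have a fitted effect of over 50% in size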
# GLP-1R agonist = GLP-1 receptor (human) agonism; P43220; HEK293 GLP-1R CRE-luciferase, luminescence, 4-6 h; cells express a hypersensitive GLP-1R form; Potency, µM (highest dose often 45.6 µM), for the others: top-dose activation, hits mostly activators; 0.007% of 380,000 active; further: potency means the concentration at half of the fitted maximal effect; % of control where 0% means no effect
# Numbers without * were called inactive; i = inactive; ? = inconclusive; . = not tested or not shown; & = joins results of further samples; [ ] = remark or other dose. Unless noted, the call rests on the fitted dose curve; in most records, active means well fitted curve in the direction sought with a large enough effect; inconclusive means small, poorly fitted or top-dose-only effect, or another doubt; inactive means no such curve, though single readings can be large; an effect the other way counts as inactive or inconclusive.
SMILES,IL-2 act,GLP1R inv ag,PTHR1 agonist,PI5P4K alpha inh,GLP1R cytotox,EPAC1 ag,PLK1 PBD inh,EPAC1 antagonist,GLP-1R agonist
COc1ccc(N2CCN(C(=O)CNS(=O)(=O)c3ccc(C)cc3)CC2)cc1,-0.3,9.0%,i,-0.2,-1.5%,2.3%,-21.5%,-7.0%,11.8%
Cc1ccc(S(=O)(=O)Nc2cc3c4c(c2)CCN4C(=O)CC3)cc1,-3.2,31.6%[activator],-36.8%[inhibitor],9.3,-6.8%,3.3%,-0.9%,-28.6%,-0.1%
Cc1nnc(NC(=O)CSc2nc3c([nH]c4ccccc43)c(=O)n2-c2ccc(Cl)cc2)s1,.,15.8%,i,.,-3.4%,.,.,.,11.8%
CCOC(=O)c1c(NC(=S)Nc2ccc(OC)cc2)sc2c1CCCCC2,0.9,21.6%,i,0.1,3.4%,2.9%,-26.7%,-9.3%,1.6%
CCOC(=O)/C(=C\Nc1ccccc1C(F)(F)F)Sc1ncc(C(F)(F)F)cc1Cl,0.7,-19.0%,i,13.5,19.5%,4.6%,-2.3%,-13.7%,-20.2%
CCOC(=O)C1CCN(C(=O)c2ccc(Cl)c(NC3=NC4CS(=O)(=O)CC4S3)c2)CC1 (stereo not drawn),0.6,9.6%,-23.6%,-2.6,-29.4%,-3.9%,3.2%,2.5%,-6.3%
COc1ccc2oc(=O)cc(CN3CCN(Cc4ccccc4)CC3)c2c1,-2.5,-13.1%&-22.3%,8.0%&-2.2%,-19.8,15.5%&0.1%,9.3%,-7.3%,6.6%,7.2%
CC1=NN(c2ccc(S(=O)(=O)O)cc2Cl)C(=O)C1,-3.2,12.6%,i,0.8,1.2%,-9.6%,?,-11.9%,-1.5%
Cc1ccc(-c2nnn(CC(=O)N(CC(=O)NCC3CCCO3)c3ccccc3)n2)o1 (stereo not drawn),-1.4,54.5%[activator],-10.5%[57.5 µM],.,1.9%,-3.1%,-2.1%,6.5%,-16.8%
O=C(O)c1ccccc1C(=O)Nc1cc(C(F)(F)F)ccc1N1CCCC1,-0.7,?,-12.9%,4.9,10.8%,10.7%,3.8%,-17.4%,2.1%
COc1cc(NC(=O)COC(=O)C2CC2)c(C)cc1[N+](=O)[O-],1.6,1.7%,i,10.0,-0.2%,2.6%,-5.3%,5.2%,19.6%
COc1ccc(/C=C2\SC(=O)N(CC(=O)Nc3ccc(F)cc3)C2=O)cc1O,0.1,?,-63.4%[inhibitor],-1.3,?,-10.4%,-9.1%,-8.8%,19.6%
Cc1cc(C)c2nc(-c3ccccn3)cc(C(=O)NCc3ccco3)c2c1,-0.2,-19.3%,-8.2%,?,-20.6%,6.3%,-22.9%,-15.8%,-17.8%
CCN(CC)S(=O)(=O)c1ccc(C(=O)OCn2c(SC)nnc(C)c2=O)cc1,-0.5,3.7%,-28.8%,-0.9,-0.1%[1.53 µM],-1.9%,3.1%,11.6%,-16.3%
Cc1cc(C)n(-c2cc(O)c(-n3nc(C)cc3C)cc2O)n1,0.0,-11.4%,0.5%,2.6,5.7%,6.5%,-19.1%,-18.8%,5.7%
O=C(NCc1ccncc1)/C(=C/c1cccc([N+](=O)[O-])c1)NC(=O)c1ccccc1,2.3,4.4%,i,3.3,-5.3%,9.6%,-3.8%,-2.9%,2.0%
CCOC(=O)c1c(C)[nH]c(C(=O)COC(=O)C2CC2)c1C,0.4,26.2%,-64.7%[inhibitor],-19.5,-0.7%,-1.8%,9.7%,-3.3%,21.6%
O=C1CCC(C(=O)OCc2c(Cl)cccc2Cl)N1 (stereo not drawn),-3.8,-8.9%,-10.9%,.,-6.5%,5.7%,-9.4%,11.5%,-5.8%
CNC(=O)/C(C#N)=C/c1cccc(Oc2ccccc2)c1,-0.3,?,-10.8%,11.2,?,6.3%,?,-13.2%,-0.4%
Cn1nc(C(=O)OCC(=O)c2ccc[nH]2)c2ccccc2c1=O,-3.0,17.7%,i,6.6,-6.6%,-1.7%,3.4%,-5.1%,10.4%
Cc1ccc(C(=O)NCCC(=O)N2CCC3(CC2)NCCc2[nH]cnc23)cc1,-0.5,9.4%,i,-0.4,-2.3%,0.8%,-4.0%,-6.3%,0.8%
O=C(CSc1nc(O)c(C2CCCCC2)c(=O)[nH]1)N1CCOCC1,-0.7,4.8%,-19.1%,-16.0,-1.7%,-19.4%,-1.7%,-7.4%,-1.5%
CCn1c(=O)c([N+](=O)[O-])c(NCCN(C)C)c2ccccc21,0.4,1.0%,-30.0%,-1.9,-20.0%,15.6%,-1.8%,12.7%,6.1%
Cc1ccc(OCCC(=O)Nc2ccc(S(=O)(=O)N3CCCC3)cc2)cc1,-0.1,?,-15.9%,2.0,-20.7%,3.4%,2.1%,-22.7%,0.7%
Cn1c(CCN2CCN(c3ccccn3)CC2)nc2cc(NS(=O)(=O)c3ccccc3)ccc21,-2.4,33.8%[activator],-25.9%,-0.8,-0.1%,7.7%,-3.8%,-9.3%,3.2%
Cc1cc(C)n(-c2ccc(C(=O)Nc3ccccc3N3CCOCC3)cc2)n1,-2.6,0.0%,-7.0%[57.5 µM],.,-11.2%,-7.3%,-6.1%,15.2%,-3.3%
O=C(Nc1cccc(Cl)c1)N(CCN1CCOCC1)Cc1ccccc1F,-1.8,0.0%,?,0.4,-9.1%,-0.2%,-8.0%,-12.3%,3.3%
CC(C)C[C@@H]1COc2cc(N(C)CCO)ccc2S(=O)(=O)N1,-0.5,-7.3%,-20.7%,4.0,2.0%,4.3%,-1.7%,-1.2%,-1.6%
CCN(CC)S(=O)(=O)c1cccc(C(=O)N/N=C/c2ccccn2)c1,-3.0,5.3%,i,1.8,4.0%,10.8%,2.5%,-25.9%,6.7%
COc1cc2c(cc1OC)C(=O)NCC(C)(C)O2,-4.9,40.8%,-23.4%,4.9,3.8%,-4.8%,0.4%,-19.7%,2.9%
CC(C)c1cc(N=O)cc(C(C)C)c1O,-3.9,-19.9%,-40.8%[inhibitor],-1.6,-29.6%,-8.3%,6.2%,0.7%,5.3%
COc1ccccc1N1CC(C(=O)Nc2cc(C(F)(F)F)ccc2N2CCCC2)CC1=O (stereo not drawn),-0.6,-18.0%,-10.9%,-10.0,-25.0%,?,-2.1%,-8.9%,4.9%
CC(=O)c1ccc(OC(=O)C2c3ccccc3Oc3ccccc32)cc1,-0.6,0.2%,i,22.6,-13.2%,-2.0%,-2.9%,-5.9%,-6.2%
Cn1c(=O)oc2cc(S(=O)(=O)N3CCCC(C(=O)NCC4COc5ccccc5O4)C3)ccc21 (stereo not drawn),1.7,?,-91.1%[inhibitor],3.3,2.6%,-23.1%,-14.7%,-16.9%,-2.2%
O=C(Cc1ccccc1)NCC(=O)N1CCN(c2ccccc2F)CC1,1.8,7.7%,i,2.4,0.0%,2.5%,-8.7%,-4.0%,-2.2%
COCCOC(=O)c1c(C)oc2cc(Br)c(OCC(N)=O)cc12,-3.4,24.6%,i,0.7,10.5%,7.5%,-13.8%,-16.9%,11.1%
O=C1c2ccccc2NC(c2ccc(-c3ccccc3F)o2)N1O (stereo not drawn),3.1,.,-10.2%,.,.,-13.5%,.,-0.9%,-1.2%
COc1ccc(CSc2nc(C)cc(C)c2C#N)cc1,-2.1,25.0%,i,10.8,0.9%,5.1%,-10.1%,-8.3%,30.9%
CCCCOc1ccc(C(=O)Nc2ccncc2)cc1,-0.6,-10.5%,-20.6%[57.5 µM],0.0,-5.7%,-7.4%,-0.7%,-4.4%,-0.6%
COc1cccc(-c2cccc(NC(=O)C3CCN(Cc4ccc(C)o4)CC3)c2)c1,-2.0,?,-0.2%,-6.6,-10.7%,-0.3%,-15.0%,11.2%,17.7%
Cc1cc(-c2ccccc2)c2c3c(c(-c4ccccc4)n2n1)c(=O)n(C)c(=O)n3C,70.2*,0.0%,11.2%[57.5 µM],.,3.3%,28.9%,-17.1%,16.7%,1.3%
O=C(NCc1cccc(Cl)c1)C1Cc2c(-c3ccccc3Oc3ccccc3)ccnc2O1 (stereo not drawn),0.0,?,-9.7%,14.0,-12.6%,-15.0%,2.0%,-17.5%,-6.7%
COc1ccc(S(=O)(=O)NCC(c2ccc(F)cc2)N2CCN(C)CC2)cc1 (stereo not drawn),-2.3,?,-16.2%,2.4,2.6%,0.3%,-3.7%,-19.2%,-5.4%
CN1CCN(C(=O)CCN2C(=O)/C(=C\c3ccccc3F)SC2=S)CC1,-0.6,?,i,6.9,?,-1.1%,-5.2%,12.7%,-3.7%
CCCCN(C(=O)c1cc(CC)c(C)s1)c1c(N)n(CCC)c(=O)[nH]c1=O,0.0,11.3%,i,6.5,-1.3%,-1.1%,-4.5%,-7.4%,-0.2%
Cc1nc2ccccc2c(=O)n1/N=C/C=C/c1ccccc1,-0.5,29.6%,4.7%,6.1,-8.3%,-2.5%,0.3%,-2.9%,2.1%
Cc1ccc(C(=O)Cn2nc(C(=O)O)c3ccccc3c2=O)cc1C,1.6,10.1%,i,0.4,-10.0%,-3.3%,2.4%,12.4%,-3.4%
Cc1ccc(-c2nc(SC(C)C(=O)N3CCCC3)n[nH]2)cc1 (stereo not drawn),2.0,-5.2%,-16.2%,-4.1,-0.4%,3.7%,-7.6%,-0.9%,-8.1%
Cc1ccc(CSCC(=O)N2CCN(c3ccc(F)cc3)CC2)cc1,0.0,0.0%,-10.8%&-29.8%,.,-1.0%&-7.5%,13.2%,-5.2%,-10.7%,-5.3%
CCS(=O)(=O)N1CCN(S(=O)(=O)c2ccc3ccccc3c2)CC1,-1.4,-13.9%,-14.3%,6.7,-5.2%,-7.5%,-11.0%,10.8%,-0.8%

# Source: PubChem BioAssay (National Center for Advancing Translational Sciences (NCATS))

# These rows are one share of the data; rates above refer to the full screens.
